SENP1 inh – blocks the human SENP1 SUMO protease catalytic domain; recombinant SENP1 catalytic domain, CyPet-SUMO1-YPet FRET cleavage; inhibition, % at 10 µM; 0.21% of 360,000 active;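 active = inhibition at least 30% at 10 µM, raw YFP signal under a set limit, fluorescence ratio 0.5 to 1.5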;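 also: 0% = enzyme with DMSO and 100% = no enzyme wells; some results filed as inactive read as strong as hits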
Target sequence (Q9P0U3 419-644 limits assumed): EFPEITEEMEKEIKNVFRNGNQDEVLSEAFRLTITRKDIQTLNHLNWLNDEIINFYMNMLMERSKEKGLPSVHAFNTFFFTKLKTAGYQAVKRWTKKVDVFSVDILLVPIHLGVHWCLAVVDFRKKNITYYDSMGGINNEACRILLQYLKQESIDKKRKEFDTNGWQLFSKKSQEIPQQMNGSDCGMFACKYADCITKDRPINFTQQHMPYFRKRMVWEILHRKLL
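Test system: hSENP1 catalytic domain, recombinant; Amount: 20 pM final SENP1 enzyme; Medium: Tris pH 8 buffer plus EDTA, NaCl, BME, BSA, NP40, catalase; Schedule: 50 min enzyme reaction, room temperature, light-protected; Technique: FRET fluorescence in CFP and YFP emission channels; Controls: no-enzyme wells low, DMSO-plus-enzyme wells high control.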
SENP8 block-1 – SENP8 protease inhibition. 1.2% of 330,000 active. inhibition, % at 10 µM. AID 2540. Q96LD8. purified SENP8, Z-RLRGG-aminoluciferin cleavage, luminescence; in the data active = inhibition above about 50%
Apaf-1 inh – inhibitors of human Apaf-1 apoptosome; O14727; reconstituted apoptosome caspase-3 activity, DEVD-Rh110 fluorescence; inhibition, % at 20 µM; 0.71% of 330,000 active; active = inhibition of at least 40% at 20 µM;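 also: plate controls were DMSO wells for no effect and DEVD-CHO caspase inhibitor wells for full effect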
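Material: biochemical Apaf-1 apoptosome reconstitution. Medium: Hepes buffer, pH 7.5. Also added: cytochrome c activation, bis-DEVD rhodamine 110 substrate. Timing: 30 min compound preincubation, 50 min activation, room temperature. Measured by: rhodamine 110 fluorescence at Ex 480/Em 540 nm.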
HKDC1 inhibitor – blocks human hexokinase HKDC1 activity. recombinant HKDC1, G6PDH/diaphorase resazurin coupled fluorescence. AID 493160. Q2TB90. inhibition, % at 20 µM. 0.16% of 340,000 active;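 active = inhibition above about 35% when tested at 20 µM, limit read from the data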;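 also: plate controls were DMSO wells with enzyme for no effect and DMSO wells lacking enzyme for full effect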
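Assay system: recombinant HKDC1 hexokinase; detection: coupled resazurin fluorescence, excitation 525 nm, emission 613 nm; benchmarks: DMSO-plus-enzyme-mix negative control, buffer-substituted positive control; compound dosing: single 20 µM dose; schedule: 90 min at room temperature in dark; also added: glucose plus 1 mM ATP as hexokinase substrates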
PfGluPho inh – PfG6PD (Plasmodium falciparum) enzyme inhibition; PfGluPho enzyme, NADPH resazurin-diaphorase fluorescence; inhibition, % at 20 µM; 0.78% of 350,000 active; AID 504690;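 active = inhibition reaching at least a set limit at 20 µM in the primary screen, cut at about 59% in these data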;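 also: 0% = DMSO wells with substrate and 100% = DMSO wells lacking glucose-6-phosphate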
SENP6 block – inhibitors of human SENP6 protease. inhibition, % at 10 µM. 1.8% of 330,000 active. Recombinant SENP6 catalytic domain, aminoluciferin luminescence;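 active = inhibition above about 50% at the single tested dose, limit read from the data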;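 also: plate controls were DMSO wells with enzyme for no effect and DMSO wells lacking enzyme for full effect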
Target sequence (Q9GZR1 628-1112 limits assumed): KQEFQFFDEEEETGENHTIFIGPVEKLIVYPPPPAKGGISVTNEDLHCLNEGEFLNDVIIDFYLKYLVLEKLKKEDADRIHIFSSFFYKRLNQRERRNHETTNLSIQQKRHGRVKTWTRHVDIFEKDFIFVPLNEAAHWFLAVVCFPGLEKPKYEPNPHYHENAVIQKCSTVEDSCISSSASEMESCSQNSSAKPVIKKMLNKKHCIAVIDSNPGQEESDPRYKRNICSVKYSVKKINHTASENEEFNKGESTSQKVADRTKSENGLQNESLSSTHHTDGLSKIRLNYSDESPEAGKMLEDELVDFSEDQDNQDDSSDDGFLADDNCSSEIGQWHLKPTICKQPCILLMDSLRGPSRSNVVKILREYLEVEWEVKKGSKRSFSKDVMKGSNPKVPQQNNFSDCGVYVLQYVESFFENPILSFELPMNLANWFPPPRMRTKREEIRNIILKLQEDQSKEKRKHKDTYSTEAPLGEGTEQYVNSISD
SENP7 inh – SENP7 protease inhibition | Q9BQF6 | recombinant SENP7, Z-RLRGG-aminoluciferin luminescence, 40 min | inhibition, % at 5 µM | 1.5% of 330,000 active | AID 434973;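 active = inhibition above about 50% at the single test dose, limit read from the data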;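 also: plate controls were DMSO with enzyme for no effect and no enzyme buffer wells for full effect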
Target sequence (Q9BQF6 706-1050 limits assumed): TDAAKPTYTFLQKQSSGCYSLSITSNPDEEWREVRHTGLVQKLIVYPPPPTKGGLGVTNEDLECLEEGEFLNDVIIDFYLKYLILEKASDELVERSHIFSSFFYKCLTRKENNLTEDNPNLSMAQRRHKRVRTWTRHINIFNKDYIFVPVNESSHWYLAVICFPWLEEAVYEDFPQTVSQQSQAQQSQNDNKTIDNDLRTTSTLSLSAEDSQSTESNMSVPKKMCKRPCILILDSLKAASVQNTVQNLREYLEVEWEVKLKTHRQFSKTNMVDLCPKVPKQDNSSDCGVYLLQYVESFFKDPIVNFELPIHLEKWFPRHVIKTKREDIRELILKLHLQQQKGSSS
SENP8 block-2 – blocks human SENP8 cleavage of Nedd8 substrate; Q96LD8; recombinant SENP8, Nedd8 substrate fluorescence; inhibition, % at 20 µM; 0.64% of 360,000 active; AID 602440; in the data active = inhibition mostly above about 40%, no sharp cut-off; inactive = mostly below about 27%
An asterisk follows results filed as active; i = inactive; nt = not tested or not shown; & = joins results of further samples.

SMILES	SENP1 inh	SENP8 block-1	Apaf-1 inh	HKDC1 inhibitor	PfGluPho inh	SENP6 block	SENP7 inh	SENP8 block-2
COc1ccccc1NC(=S)c1ccccc1	3	-9	-6	-3	19	-14	0	24
COc1ccc(N(C(=O)c2ccco2)C(C(=O)NC2CCCC2)c2ccc(N(C)C)cc2)cc1OC (stereo not drawn)	-1	0	1	0	-5	-18	-2	15
Cc1onc(-c2ccccc2)c1C(=O)N/N=C/c1cccc(O)c1	1	-12	7	-7	5	-15	-8	12
COc1ccccc1NC(=O)COC(=O)c1cc2ccccc2cc1O	2	-3	-10	-8	9	-1	1	-220
COc1ccc(CNC(=O)C2COc3ccccc3O2)c(OC)c1 (stereo not drawn)	2	-5	-8	-3	-3	1	-5	5
Cc1[nH]c2ccccc2c1C(=O)C(=O)N1CCN(C(=O)c2ccco2)CC1	3	8	-13	-6	11	3	-10	8
COc1ccc(S(N)(=O)=O)cc1C(=O)OCCCC(=O)c1ccccc1	-1	-4	0	-4	2	-6	3	6
COc1ccc2c(c1)c(C(O)CN1CCC(Cc3ccccc3)CC1)c(C)n2C (stereo not drawn)	6	-3	13	-2	24	-9	11	16
CCNc1ccc(C(=O)OCC(=O)NC(=O)NCC(C)C)cc1[N+](=O)[O-]	3	-8	4	-7	-8	-6	2	27
CCc1cc2c(CN(C)Cc3ccccc3F)cc(=O)oc2cc1O	-26	-2	15	4	-6	-9	9	-267
Cn1cccc1Cc1nnc(SCC(=O)Nc2ccc3c(c2)OCO3)n1CCc1ccccc1	1	-5	-3	-3	20	-11	-5	1
CCC(C)NC(=O)C1CCC(=O)N1CCc1ccccc1 (stereo not drawn)	1	5	-4	-4	-7	-16	2	14
Cc1ccc(NC(=S)Nc2cccnc2)c(S(=O)(=O)N2CCCCC2)c1	-2	-10	17	3	7	0	-6	-4
CCCNC(=O)CN(c1ccccc1)S(=O)(=O)c1ccc(OC)c(OC)c1	-1	1	-5	-5	-21	-19	-5	17
COc1ccc(NC(=O)N(C)C[C@H]2Oc3ccc(NS(=O)(=O)c4ccc(F)cc4)cc3C(=O)N([C@H](C)CO)C[C@@H]2C)cc1	1	6	-4	-2	-1	-2	5	19
Cn1nccc1C(=O)N1CCOCC1	1	6	-1	-4	-25	0	-2	11
Cc1cc(C)c(C(=O)COC(=O)CN2C(=O)NC3(CCCC3)C2=O)cc1C	2	3	1	-6	7	0	-3	16
OCCOCCN1CCN(C2=Nc3ccccc3Sc3ccccc32)CC1	-1&0	3&-2	-2&4	-8&4	-4&-13	-8&-10	3&0	14&1
CCn1cc(CN2CCN(CC(C)(C)C)C(CCO)C2)c2ccccc21 (stereo not drawn)	-1	-5	-4	-4	10	14	-10	13
Cc1cccc(Oc2ncnc3oc(-c4ccccc4)cc23)c1C	-26	8	10	-9	-15	7	4	-23
COc1cccc(/C=N/NC(=S)NCCc2ccccc2)c1	3	0	20	1	18	7	-2	6
CN1CCc2c(C#N)c(N3CCOCC3)nc(NCC3CCCO3)c2C1 (stereo not drawn)	-73	7	2	-6	9	-3	-2	-440
NS(=O)(=O)c1ccc(CCNC(=O)CCCNC(=O)c2ccc(Cl)cc2)cc1	1	-6	3	-8	10	2	0	8
COc1ccc(CNS(=O)(=O)NCc2ccccc2)cc1	2	-1	-1	-11	-5	-5	3	17
O=C(Nc1ccc(Oc2cccnc2)cc1)C1CCN(Cc2ccccc2)CC1	-2	-3	13	4	-11	10	-2	10
Cc1cc2c(cc1S(=O)(=O)CCC(=O)N(C)Cc1ccccc1)OCC(=O)N2	2	-16	15	-3	-13	-16	-15	-3
CC1CCC(NS(=O)(=O)c2ccc(Cl)nc2)CC1 (stereo not drawn)	2	2	-1	-3	-3	-28	-8	0
Cc1nc2ccccc2c2oc(C(=O)NCc3ccccn3)cc12	1	4	-11	-2	-4	-5	5	-2
CCc1ccc2[nH]c(=O)c(CN(CCN3CCCC3)C(=O)NC3CCCCC3)cc2c1	-7	-6	14	-5	-19	-10	-4	-135
COc1ccc(CNC(=O)COC(=O)CCCOc2ccc(Cl)cc2Cl)cc1OC	3	-5	16	-7	-3	3	3	13
O=[N+]([O-])c1cc(Cl)cc(/C=N\Nc2ccccn2)c1O	1	-10	9	-7	-64	12	-9	30
Cc1ccnc(NS(=O)(=O)c2ccc(NC(=O)C3CCCNC3=O)cc2)n1 (stereo not drawn)	0	4	-6	2	14	-2	7	15
O=C(CCN1CCN2CCCC2C1)N1c2ccccc2Sc2ccc(Cl)cc21 (stereo not drawn)	0	0	4	6	12	-19	-1	2
Cn1c(=N)n(CC(O)c2cccs2)c2ccccc21 (stereo not drawn)	1	-1	-3	-12	7	-4	-5	8
COC(=O)c1cccc2c1-c1ccccc1/C2=N\NC(N)=O	-2	6	14	1	15	-1	-7	13
COCCSc1ccccc1C(=O)Nc1ccc(S(=O)(=O)N2CCOCC2)cc1	1	-14	-3	2	-1	-10	-10	16
C/C(=N\NS(=O)(=O)c1ccc(Cl)c([N+](=O)[O-])c1)c1cc2ccccc2o1	2	12	2	2	1	4	5	24
COc1ccc(C2N=C(c3ccccc3)C(C)(C)N2O)cc1 (stereo not drawn)	4	-2	-9	-3	-1	3	-9	8
Cn1cccc1Cc1nnc(SCC(=O)N2CCc3ccccc32)n1-c1ccc(F)cc1	-3	-6	-4	-1	8	-3	-3	-8
C#CCOc1c(Cl)cc(/C=C2/C(=O)ON=C2C)cc1OC	0	-4	-1	7	18	0	2	12
CCOC(=O)c1ccc(NC(=S)N(CCCN2CCCC(C)C2)Cc2ccco2)cc1 (stereo not drawn)	0	-7	14	2	21	5	2	12
C#CCOCCOCCOCCNc1nc(N2CCN(C(=O)[C@H]([C@@H](C)CC)n3cc([C@@H](N)CC(C)C)nn3)CC2)nc(N2CCN(C(=O)[C@H](CCCCN)n3cc([C@@H](N)CO)nn3)CC2)n1	0	6	-6	-1	2	2	0	11
Cc1cccc(-c2nc(C#N)c(NC3CCCCC3)o2)c1	-1	-12	17	-5	8	-8	-4	i
CCOc1cc(C(=O)N2CCc3cc(OC)c(OC)cc3C2)ccc1OC(F)F	nt	7	18	nt	nt	5	8	nt
CC(Oc1ccccc1)C(=O)N1CCC2(CC1)CC(=O)c1ccccc1O2 (stereo not drawn)	1	-5	17	-34	9	-3	2	-62
O=C(O)COc1cccc2nsnc12	2	-10	11	4	18	-4	-5	-68
CCc1ccc(-c2nc(CS(=O)CC(=O)NCCc3ccccc3)c(C)o2)cc1 (stereo not drawn)	-7	-1	13	-3	16	-2	-7	-5
CCN1C(=O)C(=O)N(Cc2ccc(OC)c(F)c2)C1=O	0	9	-2	-7	-7	10	6	11
COc1ccc2c(c1)N(C)/C(=C1/SC(=S)N(NC(C)=O)C1=O)S2	-26	6	-5	-6	-1	7	8	2
CCNc1c(N)c(=O)oc2ccccc12	1	-4	1	-11	5	-24	-6	-11
CC(C)(C)n1nc2c(c1NC(=O)c1cccs1)CS(=O)C2 (stereo not drawn)	0	-1	-3	-3	-2	-1	0	27
C=C[C@@H]1c2cc(C)ccc2N(S(=O)(=O)c2ccc(C)cc2)[C@H](c2ccccc2)C1(C#N)C#N	0	-10	16	4	8	0	-4	10
Cc1ccccc1SCCNC(=O)c1ccccc1Br	4	-6	2	-3	5	-17	3	16
CN1CCCN(C(=O)CNC(=O)c2ccccc2F)CC1	2	8	0	0	-12	2	2	3
O=C(NCc1ccco1)C(Cc1ccccc1)N1C(=O)C2C3C=CC(C3)C2C1=O (stereo not drawn)	-1	2	-8	3	2	9	-1	14
CCC(CC)NC(=O)CON=C1c2ccccc2-c2ccccc21	0	1	2	-5	-5	-7	3	5
Cc1nc(C)c(-c2csc(Nc3ccc(C(=O)O)c(O)c3)n2)s1	-1	11	-12	2	9	25	-7	-74
COC(=O)[C@]1(C)N[C@H](CN(C)C(=O)Nc2ccccc2)[C@@H]2C(=O)N(C)C(=O)[C@@H]21	0	-3	-13	4	-13	-4	4	0
CC(C)/C(=N\NC(=O)Nc1ccccc1)c1ccccc1	0	4	-3	-5	-4	-6	8	24
C[C@@H](CN1C2=NC[C@H](C)N2C[C@H]1Cc1ccc(O)cc1)NC(=O)CCC1CCCCC1	2	-1	16	3	3	-6	-9	10

(next part)
SMILES	SENP1 inh	SENP8 block-1	Apaf-1 inh	HKDC1 inhibitor	PfGluPho inh	SENP6 block	SENP7 inh	SENP8 block-2
CCC(=O)Nc1ccccc1C(=O)NC1CCCCC1	1	3	-2	-5	4	9	-2	6
O=CNc1ccccc1Oc1ccccc1	2	-2	-6	-5	1	-23	1	27
Cc1ccccc1-n1nnnc1SCC(=O)c1c(N)n(C)c(=O)n(C)c1=O	0	-3	4	-5	10	-2	0	11
COc1ccc(OC)c(NC(=O)CSc2nnc(CNc3ccc(C)cc3C)o2)c1	-1	-3	22	3	8	8	6	15
CCCCOc1nc(N)nc(-c2ccccc2)n1	2	-5	11	7	3	-1	1	6
Cc1ccc(CN2CCN(Cc3cn(C(C)C)c4ccccc34)CC2CCO)o1 (stereo not drawn)	0	-7	2	-6	11	-2	-13	9
O=C(CCCOc1ccc(Cl)cc1)N1CCOCC1	-2	1	-1	-3	5	8	7	4
O=C(c1cccc(OC2CCN(Cc3cccc(OCCO)c3)CC2)c1)N1CCCC1	-6	-4	8	4	-12	5	1	-1
O=c1cc(-c2ccccc2O)nc(-c2ccccc2)[nH]1	0	-4	2	4	-9	-9	-7	16
CCOC(=O)c1cnc2nc(NCc3ccc(OCc4ccccc4)cc3)[nH]n2c1=O	1	6	-4	-2	-41	2	15	-24
O=C1OCCN1N=Cc1ccco1	-2	nt	nt	-7	-2	nt	nt	11
CCC(=O)Oc1c(S(=O)(=O)c2ccc(C)cc2)c(C)nn1C(C)(C)C	0	-5	18	1	11	-6	-6	26
CNc1ccccc1C(=O)OCC(=O)c1ccccc1	0	44	11	1	13	39	36	-400
COc1ccc(NC(=O)NC2CCCc3ccccc32)c(OC)c1 (stereo not drawn)	1	-1	13	-9	5	-3	-5	24
CCOc1ccccc1N1CC(C(=O)Nc2cc(S(=O)(=O)N3CCOCC3)ccc2OC(C)C)CC1=O (stereo not drawn)	-1	nt	nt	-10	10	nt	nt	-5

Reprinted at random: two entries already listed
SMILES	SENP1 inh	SENP8 block-1	Apaf-1 inh	HKDC1 inhibitor	PfGluPho inh	SENP6 block	SENP7 inh	SENP8 block-2
COc1ccc(N(C(=O)c2ccco2)C(C(=O)NC2CCCC2)c2ccc(N(C)C)cc2)cc1OC (stereo not drawn)	-1	0	1	0	-5	-18	-2	15
CC(Oc1ccccc1)C(=O)N1CCC2(CC1)CC(=O)c1ccccc1O2 (stereo not drawn)	1	-5	17	-34	9	-3	2	-62

Structural class: those above containing two or more sulfur atoms (five)
SMILES	SENP1 inh	SENP8 block-1	Apaf-1 inh	HKDC1 inhibitor	PfGluPho inh	SENP6 block	SENP7 inh	SENP8 block-2
Cc1ccc(NC(=S)Nc2cccnc2)c(S(=O)(=O)N2CCCCC2)c1	-2	-10	17	3	7	0	-6	-4
COCCSc1ccccc1C(=O)Nc1ccc(S(=O)(=O)N2CCOCC2)cc1	1	-14	-3	2	-1	-10	-10	16
COc1ccc2c(c1)N(C)/C(=C1/SC(=S)N(NC(C)=O)C1=O)S2	-26	6	-5	-6	-1	7	8	2
CC(C)(C)n1nc2c(c1NC(=O)c1cccs1)CS(=O)C2 (stereo not drawn)	0	-1	-3	-3	-2	-1	0	27
Cc1nc(C)c(-c2csc(Nc3ccc(C(=O)O)c(O)c3)n2)s1	-1	11	-12	2	9	25	-7	-74
